LDHA inh – LDHA (human) enzyme inhibition; AID 1347041; hit rate 0.15% among 480,000; activity change, % (values are at about 110 or 230 µM); purified LDHA, NADH/diaphorase-resazurin fluorescence; stronger effect = lower value; P00338; in the data active = activity change below about -30%; inconclusive = mostly about -25% to -30%;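 also: plate controls were DMSO wells for no effect and wells without enzyme for full effect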
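Remaining NADH was detected by diaphorase (0.133 mg/mL) converting 37 µM resazurin to fluorescent resorufin, read at 0 and 20 minutes. The preceding 5-minute room-temperature reaction used 2 nM LDHA, 0.2 mM sodium pyruvate and 0.06 mM NADH at pH 7.4.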
D2 agonist – D2 dopamine receptor (human) agonism. P14416. HEK293 T-REx D2 cells, calcium flux agonist mode. activation, % at 2 µM. hit rate 0.53% among 340,000. AID 485358;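 active = activation over 3 SD above normal in the single-dose calcium agonist read, cut at about 30% in these data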; also: 0% is about no effect
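Calcium-flux readout, 1 cycle/sec over 180 s following compound pin transfer, in inducible HEK293 Trex D2 cells (force-coupled); dopamine controls included. Positive calcium responses during this window marked compounds as potential agonists.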
Vif-A3G inh – inhibitors of Vif-APOBEC3G interaction; Potency, µM (titrated, usually from 46.1 µM), inactives show at the highest dose activity, negative = active, most hits filed as inhibitors; HeLa A3G-eYFP + Vif (tagged APOBEC3G with the HIV-1 protein that degrades it), YFP fluorescence, overnight; Q9HC16; hit rate 0.076% among 410,000;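 also: potency is read from the fitted curve at half-maximal effect; % is scaled to controls: 0 for no effect and ±100 for the full control effect; nearly all actives have a fitted effect of over 60% in size; hits raise eYFP signal because A3G escapes Vif-driven loss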
Target sequence (Q9HC16 whole entry, looked up): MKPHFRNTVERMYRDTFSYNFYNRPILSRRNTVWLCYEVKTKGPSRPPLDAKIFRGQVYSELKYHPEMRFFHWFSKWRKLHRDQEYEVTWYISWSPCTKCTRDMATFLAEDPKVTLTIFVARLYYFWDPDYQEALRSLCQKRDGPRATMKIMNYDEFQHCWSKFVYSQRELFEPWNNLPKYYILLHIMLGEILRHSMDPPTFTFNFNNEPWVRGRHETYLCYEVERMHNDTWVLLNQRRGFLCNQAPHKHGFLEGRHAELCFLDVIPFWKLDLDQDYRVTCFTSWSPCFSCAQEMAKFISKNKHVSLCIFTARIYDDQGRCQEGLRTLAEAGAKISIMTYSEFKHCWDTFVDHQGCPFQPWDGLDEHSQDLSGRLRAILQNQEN
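Read-out is eYFP fluorescence (Ex 488/Em 500-530) from Vif-expressing HeLa A3G-eYFP cells; more signal means A3G escaped Vif-mediated degradation. Cells plated overnight, compound pinned in, incubated overnight at 37 deg C.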
RGS4 inh – human RGS4 inhibition; Potency, µM (doses to about 114 µM), for inactives: at the top dose activity change, negative = inhibition, usual class: inhibitors; hit rate 0.039% among 390,000; AID 504845; Transcreener GDP fluorescence polarization, RGS4-accelerated GTP hydrolysis; P49798; also: potency is read from the fitted curve at half-maximal effect; % is scaled to controls: 0 for no effect and ±100 for the full control effect; nearly all actives have a fitted effect of over 75% in size; some results filed as inactive show a strong effect at the top dose
Target sequence (P49798 whole entry, looked up): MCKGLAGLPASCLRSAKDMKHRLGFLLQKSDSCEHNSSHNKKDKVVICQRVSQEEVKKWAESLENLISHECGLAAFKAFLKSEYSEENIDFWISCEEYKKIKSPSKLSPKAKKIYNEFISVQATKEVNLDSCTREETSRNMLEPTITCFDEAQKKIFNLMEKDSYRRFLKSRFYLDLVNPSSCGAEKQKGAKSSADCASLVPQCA
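MLSMR compounds (23 nl, pin-transferred) preincubated 10 min at room temperature with a 500nM (2x) first reagent, then RGS4 at 900nM (2x) plus Transcreener GDP mix added; fluorescence polarization (620/688 nm) read before and after 90 min at 30 °C.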
12-LOX inh – ALOX12 (human) lipoxygenase inhibition; Potency, µM (doses to about 108 µM), without a hit: at the highest dose activity change, negative = inhibition, actives largely listed as inhibitors; P18054; hit rate 1.1% among 580,000; purified 12hLO, xylenol orange hydroperoxide absorbance; AID 1671190; also: potency is read from the fitted curve at half-maximal effect; % is scaled to controls: 0 for no effect and ±100 for the full control effect
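Hydroperoxide product was detected by ferrous iron/xylenol orange as the 573 to 405 nm absorbance ratio. Arachidonic acid at 40 uM (final) was turned over for 30 min at room temperature by 150 nM human 12hLO, pH 7.0 Hepes buffer, after 15 min compound preincubation.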
GRP78 ERSR act – inducers of ER stress response in human glioma cells. Potency, µM, without a hit: at the highest dose activation, hits mostly activators. hit rate 0.02% among 420,000. AID 602332. U87-MG GRP78 promoter luciferase reporter, 16 h; also: potency is read from the fitted curve at half-maximal effect; series mostly up to about 76 µM; % of control where 0% means no effect; nearly all actives have a fitted effect of over 35% in size
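Stably transfected U87-MG glioma cells carrying a GRP78-based luciferase sensor; 16 h compound incubation. Luminescence end-point read 10 min after Bright-Glo addition at room temperature.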
ERG Ets-DNA blk – blocks human ERG Ets domain binding to DNA | Potency, µM (titrated, usually from 76.9 µM), inactives show at the top dose FP activity, negative = inhibition, hits mostly inhibitors | fluorescence polarization, His-ERG Ets domain / labelled DNA | P11308 | hit rate 0.028% among 370,000; active = well fitted inhibition curve with a large enough effect in the polarisation, with a control signal flat; inconclusive = small, poorly fitted or top-dose-only effect, or effect the other way, or a change in a side signal; inactive = no such curve, though single readings can be large or run the other way; the % refers to the polarisation;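 also: polarization taken with two DNA probes labelled with fluorescein and Texas red; potency is read from the fitted curve at half-maximal effect; % of control where 0% means no effect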
Target sequence (P11308 whole entry, looked up, the tested form may be a part): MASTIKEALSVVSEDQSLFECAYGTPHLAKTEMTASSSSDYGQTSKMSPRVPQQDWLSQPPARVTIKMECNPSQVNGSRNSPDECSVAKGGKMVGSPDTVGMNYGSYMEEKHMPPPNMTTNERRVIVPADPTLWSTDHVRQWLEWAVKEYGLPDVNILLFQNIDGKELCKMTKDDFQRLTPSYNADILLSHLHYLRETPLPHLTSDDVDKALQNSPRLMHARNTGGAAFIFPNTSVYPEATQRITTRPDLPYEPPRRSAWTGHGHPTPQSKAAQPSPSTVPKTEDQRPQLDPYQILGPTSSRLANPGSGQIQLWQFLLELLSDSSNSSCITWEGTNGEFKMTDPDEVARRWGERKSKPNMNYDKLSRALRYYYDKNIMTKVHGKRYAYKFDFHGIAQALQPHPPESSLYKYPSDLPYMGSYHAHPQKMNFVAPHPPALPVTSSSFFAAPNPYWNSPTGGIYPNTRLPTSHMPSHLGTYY
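His-tagged ERG Ets domain (1 uM in the protein solution; 300mM KCl, 50mM Tris-HCl, 1mM EDTA, 1mM DTT, pH 7.5) received compound, then a probe mix of 5 nM fluorescein-DNA and 100nM Texas-615-DNA. Fluorescence polarization was read for both dyes.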
D2 antag – D2 dopamine receptor (human) antagonism. inhibition, % at 10 µM. P14416. hit rate 2% among 340,000. HEK293 TREx D2 cells, calcium flux, dopamine EC80; in the data active = inhibition above about 30%; also: 0% is about no effect
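Tetracycline-induced HEK293 TREx cells expressing D2 receptor forced-coupled to calcium signalling, loaded with no-wash calcium dye. Compounds added and calcium flux read 180 s, then dopamine added at EC80 and read a further 180 s.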
Vif-A3F inh – Vif-A3F binding inhibition. Potency, µM (doses to about 46.1 µM), without a hit: at the highest dose activity, negative = active. HeLa A3F-eYFP + Vif (tagged APOBEC3F with the HIV-1 protein that degrades it), YFP fluorescence increase. hit rate 0.2% among 390,000; also: potency is read from the fitted curve at half-maximal effect; % of control where 0% means no effect; nearly all actives have a fitted effect of over 65% in size
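HeLa cells stably expressing A3F-eYFP plus Vif, plated and incubated overnight at 37 deg C, then exposed to compounds overnight at 37 deg C. Blocked degradation read as raised yellow fluorescence (Ex 488/Em 500-530).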
Numbers without * were called inactive; ? = inconclusive; . = no result given; & = joins results of further samples; [ ] = another dose, or the depositor's remark. Unless noted, calls follow the shape of the dose curve; as a rule, active = well fitted curve in the direction sought with a large enough effect; inconclusive = small, poorly fitted or top-dose-only effect, or another doubt; inactive = no such curve, though single readings can be large; an effect the other way counts as inactive or inconclusive.

SMILES	LDHA inh	D2 agonist	Vif-A3G inh	RGS4 inh	12-LOX inh	GRP78 ERSR act	ERG Ets-DNA blk	D2 antag	Vif-A3F inh
Cn1c(=O)c2ccccc2n(CC(=O)N2CCCc3ccccc32)c1=O	-2	.	-2%	-52%	-9%	-2%	4%	.	11%
O=C(c1ccc(Cl)c(Cl)c1)N1CCN(Cc2ccc3c(c2)OCO3)CC1	1	-1.7	4%	12%	315%[activator]	-1%	-8%	-9	1%
OCCNCCCCOc1ccc(F)cc1	-2	0.4	-1%	6%	5%	-2%	-3%	19	0%
CCCCOc1ccc(C(=O)N=c2sccn2C)cc1OC	0	-0.7	-9%	-15%	464%[activator]	8%	8%	9	-1%
COc1ccc(-n2c(=O)c3ccccc3n(CC(=O)NCCc3ccccc3)c2=O)c(OC)c1	-5	-0.4	-2%	21%	-30%	-4%	0%	.	-4%
CC(=O)c1cccc(NC(=O)CN2CCN(S(=O)(=O)/C=C/c3ccccc3)CC2)c1	-2	0.1	-7%	-16%	1%	-3%	-3%	14	2%
Cc1c(Cl)cccc1NC(=O)c1noc2c1CCCC2	4&-1	-0.4	.	18%	3%&7%	.	-4%	.	.
O=C(CCCN1C(=O)c2ccccc2C1=O)N1CCc2ccccc2C1	0	1.9	-6%	26%	0%	3%	0%	4	1%
O=[N+]([O-])c1cc([N+](=O)[O-])c(Oc2c(F)cccc2F)cc1NN1CCCCC1	-5	-0.5	-3%	-4%	12%	-3%	4%	-3	1%
CCOC(=O)N1CCN(C(=O)COc2ccc3c(c2)C(=O)CC2(CCN(C(C)=O)CC2)O3)CC1	-1	0.6	0%	22%	26%	-1%	1%	1	1%
CCOC(=O)c1cnc2cc(-c3ccc(Br)cc3)nn2c1C	-4	-0.7	0%	-14%	0%	4%	-5%	-4	0%
CCC(=O)N1CCc2cc(-c3csc(NC(=O)c4ccco4)n3)ccc21	-6	0.2	0%	-11%	-11%	8%	4%	0	-14%
CCC(C)c1ccc(NS(=O)(=O)c2c(C)[nH]c(=O)[nH]c2=O)cc1 (configuration not stated)	-2	-0.6	1%	12%	0%	-5%	6%	-4	-5%
CCc1sc(C(=O)Nc2cccnc2)cc1Br	0	0.1	-5%	-2%	25µM*	4%	1%	3	-3%
CN(C)C(=S)N=c1ssc(=S)n1Cc1cccnc1	2	.	-21%	?	?	-9%	.	.	5%
CC(C)C[C@@H](COc1ccccc1)N1CCN(C)CCC1=O	0	0.7	-5%&-2%	8%	-12%	-7%&-1%	4%	-8	-3%
COc1ccc(OCC(=O)OCc2cc(=O)n3nc(-c4cccs4)sc3n2)cc1	-1	-0.5	5%	-33%	4%	-1%	?	.	-3%
COC(=O)c1sccc1NC(=O)C1CC2CCC1C2 (configuration not stated)	-4	0.2	-2%	6%	-24%	3%	-2%	-5	-4%
Cc1ccc2c(=O)c(C(=O)c3cccc(Cl)c3)cn(CC(=O)Nc3ccccc3C(F)(F)F)c2n1	-1	-0.5	1%	-23%	-12%	-3%	-2%	.	1%
Cc1ccc(N2C(=O)c3n[nH]c(C)c3C2c2ccccn2)cc1 (configuration not stated)	-1	-0.3	1%	13%	0%	-4%	0%	3	1%
CC(C)NC(=O)c1ccc(CONC(=O)OCc2ccccc2)cc1	-3	.	-1%	.	-28%	2%	.	.	-1%
COc1ccc2c(c1)-c1c(ssc1=S)C(C)(C)N2S(=O)(=O)c1ccc(C)cc1	-8	-0.6	?	-5%	?	-7%	-10%	-15	-5%
CC1O[C@@H](OC2C(COC3OC(CO)C(O)[C@H](O)C3O)OC(OC3CC[C@]4(C)C(CC[C@@]5(C)[C@@H]4CC=C4[C@@H]6CC(C)(C)CC[C@]6(CO)C(O)C[C@]45C)C3(C)C)C(O)C2O)C(O)C(O)C1O (some centres not stated)	2	.	-6%	-14%	-23%	-1%	-3%	.	5%
CCN(CC)c1ccc(NC(=O)c2ccccc2Br)cc1S(=O)(=O)Nc1ccccc1OC	-5	0.6	-4%	?	35µM*	-2%	-4%	-7	-1%
COc1ccc(/C=C(\C#N)C(=O)OCC(=O)Nc2c(C)cccc2C(C)C)cc1	-3	-1.0	0%	-20%	-21%	-1%	-12%	2	-9%
CC(C)n1c(O)c(N=Nc2ccc(Cl)c(C(=O)O)c2)c2ccccc21	2	0.0	-20%	24%	5%	9%	16%	-1	3%
Cc1ccc(-c2nnc(Nc3ccc(CC(N)=O)cc3)c3ccccc23)cc1S(=O)(=O)NCC1CCCO1 (configuration not stated)	-13	-0.4	-1%	9%	-29%	-2%	8%	-2	-11%
Cc1c(S(=O)(=O)c2ccccn2)c(N)n(Cc2cccc(Cl)c2)c1C	-1	2.3	-2%	-10%	?	-3%	61%[activator]	-17	-14%
Cc1ccc(S(=O)(=O)NCCC(=O)Nc2ccc(Cl)c(Cl)c2)cc1C	1	0.1	0%	6%	-6%	-4%	-6%	-5	2%
CCCc1nc(SC)ncc1C(=O)N1CCN(c2ccc(Cl)cc2)CC1	3	.	3%	0%	-18%	-4%	0%	.	0%
Cc1ccc(Nc2nc3ccccc3[nH]2)nc1	-10	-0.1	-10%	-1%[11.4 µM]	13%	?	-2%	7	0%
COc1ccc(/C=N/NC(=O)c2ccc(Br)cc2)cc1CN1CCOCC1	-7	-1.4	-2%	-1%	352%[activator]	-2%	-2%	-4	-1%
N/C(=N\OC(=O)c1ccc(Cl)cc1Cl)c1ccccc1	-1	-0.6	2%	12%	4%	-2%	-2%	15	5%
COc1cccc(NS(=O)(=O)CC23CCC(CC2=O)C3(C)C)c1 (configuration not stated)	-4	0.5	8%	14%	0%	0%	-12%	-15	-8%
CCOC(=O)C1CCN(C(=O)COc2ccc3c(C)cc(=O)oc3c2)CC1	-7	0.5	-5%	15%	14%	2%	0%	-3	-18%
O=C(CN1C(=O)NC2(CCCCCC2)C1=O)NCCc1ccccc1	-12	0.0	0%	5%	12%	0%	-3%	11	3%
CC(C)N(C(=O)C[n+]1ccsc1N)c1ccccc1	-2	.	0%	-9%	-7%	-3%	-10%	.	8%
CC1=NN(C(=O)c2cccnc2)C(O)(C(F)(F)F)C1 (configuration not stated)	-1	0.9	0%	2%	1%	-1%	0%	-17	-7%
COc1ccc(CNc2oc(-c3ccc(COc4ccc(Cl)cc4)o3)nc2C#N)cc1	7	-1.3	5%	6%	-18%	-4%	0%	.	0%
Cc1c(C(=O)OC2CCCCC2)[nH]c2c1C(=O)CC(c1ccc(C(C)(C)C)cc1)C2 (configuration not stated)	2	0.3	-2%	-8%	3%	-2%	4%	.	0%

An excerpt of these results, with each value named:
> Cc1c(C(=O)OC2CCCCC2)[nH]c2c1C(=O)CC(c1ccc(C(C)(C)C)cc1)C2 (configuration not stated)
  LDHA inh: 2	D2 agonist: 0.3	Vif-A3G inh: -2%	RGS4 inh: -8%	12-LOX inh: 3%	GRP78 ERSR act: -2%	ERG Ets-DNA blk: 4%	D2 antag: .	Vif-A3F inh: 0%

> O=C(CN1C(=O)NC2(CCCCCC2)C1=O)NCCc1ccccc1
  LDHA inh: -12	D2 agonist: 0.0	Vif-A3G inh: 0%	RGS4 inh: 5%	12-LOX inh: 12%	GRP78 ERSR act: 0%	ERG Ets-DNA blk: -3%	D2 antag: 11	Vif-A3F inh: 3%

Additional structures follow.
SMILES	LDHA inh	D2 agonist	Vif-A3G inh	RGS4 inh	12-LOX inh	GRP78 ERSR act	ERG Ets-DNA blk	D2 antag	Vif-A3F inh
CN(CC(=O)NC1CCCc2ccccc21)S(=O)(=O)c1ccc2c(c1)c(=O)n(C)c(=O)n2C (configuration not stated)	-7	-0.3	1%	1%	8%[57.4 µM]	-3%	-1%	7	-15%
Cc1ccc2c(c1)=C(c1ccccc1)N(O)CC(=O)N=2	-1	-1.7	1%	3%	5%	-2%	12%	11	-15%
CCCCN(CC)CCCNC(=O)c1cn(C)c(=O)c2c1c1ccccc1n2C	-7&4	0.4&-0.5	0%&6%	-11%&12%	?	0%&-3%	3%&6%	-1	11%&-7%
O=C(CN1CCCCC1)Nc1ccccc1	-2	5.1	-3%	0%	-23%	-3%	3%	-13	0%
COc1ccc(N2CCN(C(=O)C(CCSC)N=C3NS(=O)(=O)c4ccccc43)CC2)cc1 (configuration not stated)	-7	0.3	-6%	-42%	-12%	-1%	0%	7	.
CCn1c(C)nc2cc(C(=O)N/N=C(\C)c3ccc(OC)cc3O)ccc21	3	1.5	8%	-12%	-1%	-6%	9%	-17	6%
Cc1cccn2c(=O)c(/C=C(\C#N)S(=O)(=O)c3ccccc3)c(Oc3ccc(Cl)cc3)nc12	-1	0.9	-1%	-15%	-11%	-2%	-4%	-11	-12%
CC(=O)c1ccccc1OCCOCCOc1ccccc1C(C)=O	-3	0.3	-1%	18%	-10%	-6%	-4%	7	-1%
CC(C)CCNC(=O)Nc1cc(C(=O)NCc2cccc(F)c2)ccc1N1CCCC1	-5	1.0	-2%	-4%	-26%	-3%	2%	.	3%
Cc1cc(C)nc(SCc2cn3cc(Cl)ccc3n2)n1	-5	-0.2	-4%	29%	?	0%	2%	1	12%
CC(C)c1ccccc1OCCNC(=O)c1cncc(Br)c1	-4	1.7	-1%	-27%	-8%	-3%	0%	-1	-16%
COc1ccc(CCNC(=O)c2ccncc2)cc1OC	-1	-0.5	2%	-45%	-1%	-3%	5%	6	2%
COc1ccc(-c2nn(-c3ccccc3)cc2/C=N/NC(=O)c2cccc(S(=O)(=O)Nc3ccccc3OC)c2)cc1	0	1.6	1%	-17%	-20%	-2%	-4%	0	0%

An excerpt, so the mix of outcomes need not match the whole.
